Screening results from PubChem BioAssay.
OX1R antag-1: antagonists of human orexin 1 receptor (OX1R); OX1R-expressing cells, FRET antagonist read-out; inhibition, % at 6.6 µM; hit rate 1.8% among 330,000; AID 485270, 2010; in the data active means inhibition mostly above about 38%, no sharp cut-off; inactive means mostly below about 40%;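 further: 0% = agonist challenge alone and 100% = reference antagonist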
Target sequence (O43613 whole entry, looked up): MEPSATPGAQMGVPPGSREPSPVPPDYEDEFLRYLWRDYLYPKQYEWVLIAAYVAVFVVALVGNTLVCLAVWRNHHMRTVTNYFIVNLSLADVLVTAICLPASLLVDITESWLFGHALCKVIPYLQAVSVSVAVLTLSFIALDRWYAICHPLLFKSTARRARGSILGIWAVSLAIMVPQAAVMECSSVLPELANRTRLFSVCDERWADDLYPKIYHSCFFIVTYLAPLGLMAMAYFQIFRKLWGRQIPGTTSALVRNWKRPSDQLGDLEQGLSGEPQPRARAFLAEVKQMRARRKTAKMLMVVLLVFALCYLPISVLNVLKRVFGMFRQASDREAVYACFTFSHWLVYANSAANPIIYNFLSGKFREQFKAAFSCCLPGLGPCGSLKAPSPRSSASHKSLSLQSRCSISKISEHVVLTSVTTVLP
OX1R antag-2: OX1R (HCRTR1) antagonists, primary screen, fluorescence, CHO/OX1R cells, Fluo-8 calcium, orexin A. Orexin/Hypocretin receptor type 1 (Homo sapiens), O43613. Fluo-8 calcium fluorescence. inhibition, % at 5 µM. hit rate 0.43% among 330,000. AID 434989, 2010;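 active means inhibition above its plate's threshold, mean inhibition of all tested compounds on the plate plus 3 SD, cut at about 37% in these data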;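 further: 0% = orexin A challenge wells and 100% = SB-334867-A antagonist wells; not every result past the cut was called active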
CHT PAM: CHT positive allosteric modulators, primary screen, cell-based, membrane potential dye, choline EC20; AID 488977, 2010; B-score at 10 µM; hit rate 0.49% among 310,000; CHT-expressing cells; stronger effect = higher value; LV-AA mutant CHT in HEK293 cells;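 active means initial fluorescence not abnormally high and integrated response B-score, plate-corrected, over 3 SD above library mean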
Target sequence (Q9GZV3 whole entry, looked up): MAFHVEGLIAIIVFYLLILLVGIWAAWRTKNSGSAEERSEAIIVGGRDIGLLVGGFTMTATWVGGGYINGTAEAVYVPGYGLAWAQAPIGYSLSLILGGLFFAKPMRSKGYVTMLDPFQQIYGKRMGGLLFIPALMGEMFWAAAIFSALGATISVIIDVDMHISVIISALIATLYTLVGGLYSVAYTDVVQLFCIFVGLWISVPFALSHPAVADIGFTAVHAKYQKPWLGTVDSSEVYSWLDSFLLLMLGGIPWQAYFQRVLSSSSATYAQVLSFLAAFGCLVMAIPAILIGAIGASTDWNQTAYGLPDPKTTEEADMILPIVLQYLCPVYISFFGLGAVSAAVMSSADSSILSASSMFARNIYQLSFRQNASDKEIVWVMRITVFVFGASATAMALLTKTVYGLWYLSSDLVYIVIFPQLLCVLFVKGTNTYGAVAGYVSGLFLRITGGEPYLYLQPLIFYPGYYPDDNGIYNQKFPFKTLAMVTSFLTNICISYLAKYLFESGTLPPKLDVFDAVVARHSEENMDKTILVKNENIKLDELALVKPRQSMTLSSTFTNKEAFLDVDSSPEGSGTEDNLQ
Numbers without * were called inactive; i = inactive; x = not tested or not shown.

Start of the listing, in advance (3 entries):
SMILES	OX1R antag-1	OX1R antag-2	CHT PAM
O=C(Nc1cccc(-c2nc3ccccc3s2)c1)C1=COCCO1	75*	1	i
CCn1c(=S)sc2c(=O)[nH]c(SCC(=O)Nc3cc(OC)ccc3OC)nc21	13	-10	i
Cn1c(=O)n(Cc2ccccc2)c(=O)c2c1nc(NCC1CCCO1)n2Cc1ccccc1 (centres undefined)	26	-37	i

Main list, repeating the preview:
SMILES	OX1R antag-1	OX1R antag-2	CHT PAM
O=C(Nc1cccc(-c2nc3ccccc3s2)c1)C1=COCCO1	75*	1	i
CCn1c(=S)sc2c(=O)[nH]c(SCC(=O)Nc3cc(OC)ccc3OC)nc21	13	-10	i
Cn1c(=O)n(Cc2ccccc2)c(=O)c2c1nc(NCC1CCCO1)n2Cc1ccccc1 (centres undefined)	26	-37	i
O=C(CN1C(=O)CCC1=O)NC(=O)NC1CCCC1	14	-2	i
COC(=O)c1c(NC(=O)C(C)(C)C)sc2c1CCN(Cc1ccccc1)C2	15	-62	i
Brc1ccc(C2NCCS2)cc1 (centres undefined)	9	-13	i
CC(=O)c1sc(NC(=O)c2cccc(N3C(=O)CCC3=O)c2)nc1-c1ccccc1	14	1	i
COc1cc(C(=O)NCc2nnc(SCC(=O)NCc3ccco3)o2)cc(OC)c1OC	4	-16	i
Cc1ccc(NC(=O)c2cccc(S(=O)(=O)N(C)C3CCCCC3)c2)nc1	19	-47	i
CC1CCCC(C)N1C(=O)CSc1nnnn1-c1cccc2c1CCCC2 (centres undefined)	2	-27	i
CCOC(=O)c1nc(NCc2ccccc2)c2ccccc2n1	26	-17	i
O=C1CCC(C(=O)OCc2cc(Cl)ccc2OC(F)F)N1 (centres undefined)	26	-18	i
CCC(=O)N1CCN(c2ccc(NC(=O)c3ccccc3)cc2)CC1	5	-14	i
CCOC(=O)C1CCCN(Cc2cccs2)C1 (centres undefined)	1	-20	i
O=C1c2ccccc2C(Nc2ccc3nc(-c4cccnc4)[nH]c3c2)N1Cc1ccco1 (centres undefined)	-1	-16	i
Cc1ccccc1N1C(=O)CC(c2c[nH]c3ccccc23)C1=O (centres undefined)	3	-13	i
COc1cccc(C(=O)NCCSc2ccc(Br)cc2)c1	20	-38	i
CCOC(=O)N1CCc2c(sc3nc[nH]c(=O)c23)C1	-1	-19	i
O=C(O)CCn1nnc2ccccc21	7	-5	i
Cc1cc(=O)[nH]n(CCO)c1=O	6	-8	i

Rewritten with values under each structure: 7 of the compounds above
Every second line gives: OX1R antag-1 | OX1R antag-2 | CHT PAM
- CCC(=O)N1CCN(c2ccc(NC(=O)c3ccccc3)cc2)CC1
→ 5 | -14 | i
- CCOC(=O)C1CCCN(Cc2cccs2)C1 (centres undefined)
→ 1 | -20 | i
- O=C1c2ccccc2C(Nc2ccc3nc(-c4cccnc4)[nH]c3c2)N1Cc1ccco1 (centres undefined)
→ -1 | -16 | i
- Cc1ccccc1N1C(=O)CC(c2c[nH]c3ccccc23)C1=O (centres undefined)
→ 3 | -13 | i
- COc1cccc(C(=O)NCCSc2ccc(Br)cc2)c1
→ 20 | -38 | i
- CCOC(=O)N1CCc2c(sc3nc[nH]c(=O)c23)C1
→ -1 | -19 | i
- O=C(O)CCn1nnc2ccccc21
→ 7 | -5 | i

Following part.
SMILES	OX1R antag-1	OX1R antag-2	CHT PAM
COc1cccc(NC(=O)CSc2ccc(-c3sc(C)nc3C)nn2)c1	13	-27	i
CC(C)(C)c1ccc2c(c1)C(=O)c1ccccc1C2=O	19	-12	i
Cc1cc(-c2nc3ncccc3o2)ccc1NC(=O)CC(C)C	11	-21	i
COc1ccc(CNC(=O)C2(CC3CC(c4ccccc4)=NO3)CCN(C(=O)CCCCCBr)CC2)cc1 (centres undefined)	17	-40	i
CCOc1ccc(C(=O)NC2CCN(C(=S)Nc3ccccc3C)CC2)cc1	9	-10	i
Cc1cc(C)c(S(=O)(=O)NCc2ccc3c(c2)cc(C)n3C)c(C)c1	11	-16	i
CC1=C(C(=O)OCC(Cl)(Cl)Cl)N2C(=O)C(NC(=O)Cc3ccccc3)C2SC1 (centres undefined)	1	-2	i
Cc1cc(C)c(C)c(S(=O)(=O)N2CCN(c3ccc(O)cc3)CC2)c1C	7	3	i
O=C(Nc1ccc(F)cc1)c1oc2ccccc2c1NC(=O)C1CC1	26	-26	i
COc1ccc(CN(C)C(=O)COC(=O)c2c(-c3ccccc3Cl)noc2C)cc1	22	-30	i
CN(CC(=O)O)S(=O)(=O)c1ccc2oc3ccccc3c2c1	7	-10	i
O=C(Cc1cccs1)NCc1ccco1	12	2	i
CSc1ccc(-c2sc(Nc3ccccc3)n[n+]2-c2ccc(F)cc2)cc1	8	-15	i
CCOC(=O)C1CCC2(CC1)C(C#N)=C(N)Oc1n[nH]c(C)c12 (centres undefined)	10	-15	i
COc1cc(OC)cc(C(=O)NC(C)CCc2ccccc2)c1 (centres undefined)	17	-19	i
CCOc1ccc(CN2CCN(Cc3cccc4nonc34)CC2CCO)cc1 (centres undefined)	12	-18	i
COc1ccc(S(=O)(=O)N(C)c2ccc(C(=O)NC3CC3)cc2)cc1	11	3	i
COc1ccc(NC(=O)Nc2ncccc2C)cc1	2	2	i
COc1cc(/C=C2\C(=O)N(c3ccccc3)N=C2C)ccc1Oc1ccc([N+](=O)[O-])cc1[N+](=O)[O-]	23	9	i
CSc1nnc(NC(=O)c2cccc(S(=O)(=O)N3CCOCC3)c2)s1	-3	-8	i
Cc1cc(=O)[nH]c(N2CCCC2)n1	8	3	i
Cc1ccc(Oc2ccc(Cl)cc2NC(=O)c2ccc(F)cc2F)cc1	7	-24	i
Cc1nnc(NC(=O)CSc2nc3ccccc3o2)s1	-5	-15	i
CCc1ccc(NC(=O)C(C)Sc2nc(-c3ccco3)c(C#N)c(=O)[nH]2)cc1 (centres undefined)	13	-21	i
COc1cccc(NC(=O)C(OC(=O)c2ccc([N+](=O)[O-])o2)c2ccccc2)c1 (centres undefined)	25	-8	i
O=C1CCC(=O)N1c1ccc(S(=O)(=O)Nc2cccc([N+](=O)[O-])c2)cc1	25	-18	i
COc1ccc(C(=O)NCCNC(=O)c2ccc(OC)cc2)cc1	6	-10	i
Brc1cccc(/C=N\n2cnnc2)c1	13	1	i
O=C(Nc1ccc(Cc2ccc(NC(=O)C3CC3)c(O)c2)cc1O)C1CC1	20	-1	i
O=C1CCC(=O)N(O)CCCCCNC(=O)CCC(=O)N(O)CCCCNC(=O)CCC(=O)N(O)CCCCCN1	25	6	i
O=c1[nH]cnc2c1c(-c1ccccc1)cn2-c1ccc(F)cc1	12	-25	i
CCC(C(=O)N1CCOCC1)n1nc(C)n2c(cc3cc(C)ccc32)c1=O (centres undefined)	7	-30	i
Cc1nc(C(=O)NNC(=O)c2c(-c3c(Cl)cccc3Cl)noc2C)cs1	17	-25	i
COc1ccccc1C(c1nnnn1C(C)(C)C)N1CCN(Cc2ccncc2)CC1 (centres undefined)	17	-25	i
COc1ccccc1-n1nc(C)c(-c2ccccc2)c1N	11	-4	i
COc1ccc(N2CCN(C(=O)CN3CCN(c4nc(-c5ccc(F)cc5)cs4)CC3)CC2)cc1	11	-6	i
CCN1CCN(C(c2cccs2)C(C)NS(=O)(=O)c2ccc(F)cc2)CC1 (centres undefined)	0	-9	i
COc1cccc(NC(=O)CCNS(=O)(=O)c2ccc3c(c2)CC(C)N3C(=O)C2CC2)c1 (centres undefined)	14	-21	i
O=C(COc1ccc2oc(-c3ccco3)cc(=O)c2c1)N1CCCCC1	10	-28	i
N#CCC(=N)N1CCN(c2cccc(Cl)c2)CC1	10	-18	i

One compound at a time, as listed above. Order of screens: OX1R antag-1, OX1R antag-2, CHT PAM
Results for `COc1ccccc1-n1nc(C)c(-c2ccccc2)c1N` → 11, -4, i
Results for `CCOc1ccc(CN2CCN(Cc3cccc4nonc34)CC2CCO)cc1` (centres undefined) → 12, -18, i
Results for `CCOC(=O)N1CCc2c(sc3nc[nH]c(=O)c23)C1` → -1, -19, i
Results for `CCOc1ccc(C(=O)NC2CCN(C(=S)Nc3ccccc3C)CC2)cc1` → 9, -10, i
Results for `COc1ccc(NC(=O)Nc2ncccc2C)cc1` → 2, 2, i

The list goes on.
SMILES	OX1R antag-1	OX1R antag-2	CHT PAM
CC(C)(C)NC(=O)COC(=O)c1cc(F)c(F)cc1Cl	20	-13	i
O=C(CCCN1C(=O)C2CC=CCC2C1=O)Nc1ccccc1F (centres undefined)	3	-9	i
CC(=O)c1cccc(NC(=O)c2cc(-c3ccc(F)cc3)on2)c1	4	5	i
Cc1cc(C)cc(N(CC(=O)NC(C)C)C(=O)CCC(=O)Nc2ccccn2)c1	4	-17	i
CC(=O)N/N=C(\N)c1nonc1N	4	-4	i
O=C(COc1cc(F)ccc1[N+](=O)[O-])Nc1cccc(Br)c1	8	-6	i
N#Cc1ccccc1/C=N/Nc1nc(-c2ccccc2)c2cc(Br)ccc2n1	20	-18	i
COc1ccnc(CSC(N)=Nc2ccc(F)cc2)c1	26	-18	i
Clc1ccc(OCc2cc(-c3ccccc3)no2)c(Cl)c1	11	2	i
Cc1ccc(S(=O)(=O)N2CCC(NC(=O)c3ccccc3)CC2)cc1	18	-5	i
CCC(c1nnnn1CCOC)N(Cc1cc2c(C)cc(C)cc2[nH]c1=O)CC1CCCO1 (centres undefined)	33	-12	i
Cc1ccc(Nc2nc3ccccc3n3cnnc23)cc1C	1	-14	i
O=C(c1c(F)cccc1F)N1CCCC1	10	-7	i
COc1ccc(C(CC(=O)O)NC(=O)COc2cc(C)ccc2C)cc1OC (centres undefined)	3	-8	i
CC(=O)Nc1cccc(NC(=O)CSc2nc(=O)n3cccc(C)c3n2)c1	12	10	i
C[n+]1cn(Cc2cc(Cl)ccc2OC(F)F)c2ccccc21	6	-1	7.3*
Cc1c(-c2ccccc2)sc(Br)c1C(=O)N1CCOCC1	13	-10	i
O=S(=O)(Nc1nc2ccccc2nc1NCc1ccco1)c1cccs1	12	4	i
O=C(Oc1ccc(C(=S)N2CCOCC2)cc1)c1cccc([N+](=O)[O-])c1	13	-22	i
O=C(Nc1ccccc1)N(C1=NCCC1)c1ccc(OC(F)F)cc1	9	-5	i

Given with each value named: 3 of the compounds above.
CC(=O)c1cccc(NC(=O)c2cc(-c3ccc(F)cc3)on2)c1
  OX1R antag-1: 4 | OX1R antag-2: 5 | CHT PAM: i
Cc1ccc(Nc2nc3ccccc3n3cnnc23)cc1C
  OX1R antag-1: 1 | OX1R antag-2: -14 | CHT PAM: i
COc1ccc(C(CC(=O)O)NC(=O)COc2cc(C)ccc2C)cc1OC (centres undefined)
  OX1R antag-1: 3 | OX1R antag-2: -8 | CHT PAM: i

Next section:
SMILES	OX1R antag-1	OX1R antag-2	CHT PAM
CC(OC(=O)c1ccc2c(c1)NC(=O)CS2)C(=O)c1ccc(F)cc1 (centres undefined)	3	2	x
S=c1[nH]nc(-c2ccco2)n1/N=C/c1ccc(Cl)cc1	9	-4	i
CCN(C(=O)CSc1nnc(Nc2ccccc2)s1)C1CCS(=O)(=O)C1 (centres undefined)	3	-5	i
COc1cccc(/C=N/NC(=O)CN(C2=NS(=O)(=O)c3ccccc32)c2ccccc2)c1	28	-20	i
Cc1cc(C)c2nc(-c3cccc(Cl)c3)c(C)c(C(=O)N3CCOCC3)c2c1	24	-38	i
CC1=CC(=O)[C@H]2C(C)(C)CCC[C@]2(C)[C@@]1(O)CO	7	-11	i
N/C(Cc1ccc([N+](=O)[O-])cc1)=N\OC(=O)Cc1ccccc1	9	-5	i
Cc1ccc(NC(=O)NCc2nc3ccccc3n2C)cc1	9	-1	i
CCC(C)c1nc2c(c(N3CCC3=O)c1-c1ccccc1)CCCC2 (centres undefined)	22	-19	i
O=C(Nc1ccc2oc(-c3ccccc3)nc2c1)c1cc(-n2cnnc2)ccc1Cl	9	-28	i
COC(=O)C1=NN[C@H](C(=O)OC(C)(C)C)[C@H]1c1ccccc1	8	-8	i
COc1ccc(N2CC(C(=O)NCCc3ccc(Cl)cc3)CC2=O)cc1 (centres undefined)	23	-8	i
Clc1ss/c(=N\c2ccccn2)c1Cl	36	-16	i
FC(F)(F)c1cc(N2CCOCC2)nc(-c2ccccc2)n1	12	-13	i
O=C(O)CC(C(=O)N(c1ccccc1)c1ccccc1)N1CCOCC1 (centres undefined)	8	-13	i
Cc1ccc2oc(-c3cccc(NC(=O)c4ccc(Br)o4)c3)nc2c1	10	-9	i
CC(C)(O)C#Cc1ccc(CN2CCCC(CNC(=O)c3ccco3)C2)cc1 (centres undefined)	19	-7	i
Nc1ccc(O)c2c(=O)cc(-c3ccccc3Cl)oc12	24	-7	i
S=C(NCCCc1ccccc1)Nc1ccccc1Cl	33	9	i
CCOc1ccc(-n2c(SCc3nc(-c4ccc(C)cc4)no3)nnc2-c2ccncc2)cc1	15	-38	i
COc1ccc(OC)c(NC(=O)COc2ccc(S(=O)(=O)NC(C)C)cc2)c1	10	-7	i
O=C1CC(=O)N2N=C(c3ccc([N+](=O)[O-])cc3)SC2=N1	14	12	i
CC(C)CSc1nc2ccccc2[nH]1	11	-19	i
Cc1cc(N(C)C)ccc1[N+](=O)[O-]	16	-9	i
COc1ccc(NC(=O)C2CCN(S(=O)(=O)c3ccc4c(c3)NC(=O)C(C)S4)CC2)cc1 (centres undefined)	2	-15	i
O=C(Oc1ccccc1)N1CCN(c2ccc(F)cc2)CC1	-5	-18	i
CC(=O)c1ccc(-c2cccs2)s1	17	-24	i
